HttQ103 aggreg: mutant huntingtin aggregation inhibition. PC12 HttQ103-GFP aggregates, Acumen cytometry, 40 h. Potency, µM (series often up to 46.1 µM), inactives show at the top dose activity change, negative = inhibition, usual class: inhibitors. 220,000 tested, 1.1% active. AID 1688; note: potency is the fitted concentration of half-maximal effect; % is set by controls: 0 for no effect and ±100 for the full control effect; nearly all actives have a fitted effect of over 60% in size
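PC12 cells with ecdysone-inducible HTT exon1 Q103-GFP, induced by 100 nM tebufenozide, given compounds in a concentration series. GFP aggregates (1–25 um, 6 SD above background) counted in lysates by laser-scanning cytometry, 488 nm excitation.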
Luc counter: blocks Kinase-Glo luciferase, a counter-screen artifact | Q27757 | Kinase-Glo luciferase, ATP luminescence, 8 min | Potency, µM (series often up to 38.3 µM), without a hit: at the top dose activity change, negative = inhibition, hits mostly inhibitors | 200,000 tested, 0.28% active | AID 1379; note: potency is the fitted concentration of half-maximal effect; % is set by controls: 0 for no effect and ±100 for the full control effect; nearly all actives have a fitted effect of over 60% in size
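Compound is pinned into ATP-containing buffer (10 uM ATP, imidazole pH 7.2, 7 mM MgCl2). Kinase-Glo luciferase reagent is then added. Light output is recorded following an 8-min room-temperature incubation.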
Epigenetic derep: epigenetic control regulation, reporter derepression; murine LDR cells, GFP reporter derepression, 30 h; Potency, µM (top dose mostly 53.9 µM), for the others: at the highest dose GFP activation, hits mostly activators; 280,000 tested, 0.2% active; AID 1865; note: potency is the fitted concentration of half-maximal effect; % of control where 0% means no effect; nearly all actives have a fitted effect of over 60% in size
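Murine LDR cells carrying a silenced, genomically integrated CMV-driven GFP reporter were exposed to compound for 30 hours at 37 C. After PBS washes, GFP-positive cells (20–120 um objects) were counted by laser-scanning microplate cytometry.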
CBFb-RUNX1 inh: inhibitors of human CBF-beta and RUNX1 interaction | Q01196+Q13951 | AlphaScreen CBFb-His/RUNX1-biotin binding, biochemical | Potency, µM (doses to about 59.8 µM), without a hit: at the top dose activity, negative = inhibition, actives largely listed as inhibitors | 230,000 tested, under 10 active | AID 1477; note: % of control where 0% means no effect
Target sequence (Q01196 whole entry, looked up): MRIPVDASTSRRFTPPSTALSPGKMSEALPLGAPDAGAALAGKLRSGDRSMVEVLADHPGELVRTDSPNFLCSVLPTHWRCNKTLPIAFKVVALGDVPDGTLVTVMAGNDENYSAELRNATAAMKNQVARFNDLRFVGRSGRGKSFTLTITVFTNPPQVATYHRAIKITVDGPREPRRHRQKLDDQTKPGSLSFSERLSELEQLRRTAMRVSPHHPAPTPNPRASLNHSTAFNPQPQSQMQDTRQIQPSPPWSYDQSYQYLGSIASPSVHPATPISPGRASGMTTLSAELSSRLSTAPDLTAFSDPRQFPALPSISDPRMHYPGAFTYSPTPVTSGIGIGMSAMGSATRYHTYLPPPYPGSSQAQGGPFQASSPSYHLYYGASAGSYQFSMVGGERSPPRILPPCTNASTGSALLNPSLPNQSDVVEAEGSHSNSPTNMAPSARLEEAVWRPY
Target sequence (Q13951 whole entry, looked up): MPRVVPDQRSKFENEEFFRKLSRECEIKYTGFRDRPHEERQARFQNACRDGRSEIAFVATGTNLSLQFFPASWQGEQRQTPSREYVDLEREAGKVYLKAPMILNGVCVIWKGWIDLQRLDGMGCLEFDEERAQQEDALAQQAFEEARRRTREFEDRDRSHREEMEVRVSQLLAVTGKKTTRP
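Read-out: AlphaScreen. Format: His-CBF-beta with biotinylated RUNX1 (30 nM each) preincubated 20 min, compound 15 min, Ni-chelate plus streptavidin beads 90 min; room temperature throughout.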
NPSR antag: antagonists of human neuropeptide S receptor cAMP signaling; AID 1461; 220,000 tested, 1% active; Q6W5P4; CHO-NPSR cells, cAMP TR-FRET, antagonist mode; Potency, µM (titrated, usually from 38.3 µM), inactives show at the highest dose activity change, negative = inhibition, actives largely listed as inhibitors; note: potency is the fitted concentration of half-maximal effect; % is set by controls: 0 for no effect and ±100 for the full control effect; nearly all actives have a fitted effect of over 50% in size; many of its hits are not listed in these tables
Target sequence (Q6W5P4 whole entry, looked up): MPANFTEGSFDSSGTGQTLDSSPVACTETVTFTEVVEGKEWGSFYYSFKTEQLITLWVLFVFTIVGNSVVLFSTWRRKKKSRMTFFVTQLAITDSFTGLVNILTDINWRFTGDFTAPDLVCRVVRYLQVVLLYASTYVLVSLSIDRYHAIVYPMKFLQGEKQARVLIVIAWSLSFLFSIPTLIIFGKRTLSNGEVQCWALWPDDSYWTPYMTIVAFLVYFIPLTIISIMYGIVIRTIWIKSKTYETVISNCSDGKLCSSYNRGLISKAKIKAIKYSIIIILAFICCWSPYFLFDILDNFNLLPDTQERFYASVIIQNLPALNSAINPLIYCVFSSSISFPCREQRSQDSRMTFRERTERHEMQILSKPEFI
LMNA splice mod: LMNA splicing modulation | Potency, µM (highest dose often 46.1 µM), for inactives: top-dose ratio change, negative = inhibition, usual class: inhibitors | 200,000 tested, 0.01% active | HeLa LMNA splicing GFP/RFP minigene ratio, 48 h | AID 1487; active = well fitted inhibition curve with a large enough effect in the signal ratio, with a control signal flat, not every such curve was filed as active; inconclusive = small, poorly fitted or top-dose-only effect, or effect the other way, or a change in a side signal; the % refers to the signal ratio; note: potency is the fitted concentration of half-maximal effect; % is set by controls: 0 for no effect and ±100 for the full control effect
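S3 HeLa stable clones carrying a lamin A-EGFP splicing minigene plus DsRed2 were seeded at 600 cells/well in Opti-MEM with 2% FBS, pin-dosed and incubated 48 h at 37°C. Acumen cytometry (488 nm) gave the GFP/RFP total-intensity ratio.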
IMPase Li inh: cell-permeable IMPase inhibitors with lithium potentiation. CHO-M1 cells, IP1 TR-FRET (IP-One), carbachol + lithium. Potency, µM (doses to about 59.4 µM), for the others: at the highest dose activity, negative = IMPase inhibition, most hits filed as inhibitors. 210,000 tested, 0.35% active;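 note: IP1 builds up when IMPase is blocked and the TR-FRET signal falls; potency is the fitted concentration of half-maximal effect; plate controls were basal vehicle for no effect and high inhibitor control for full effect; nearly all actives have a fitted effect of over 50% in size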
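Concentration–response in CHO-M1 cells, lithium-potentiated; 30 min at 37C. IP1 detected by competitive TR-FRET after 10 min lysis at RT. Hill-fitted AC50.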
* = called active by the depositor; ? = inconclusive; . = no result given; & = joins results of further samples; [ ] = another dose, or the depositor's remark. Unless noted, calls come from the whole dose curve; as a rule, active = well fitted curve in the direction sought with a large enough effect; inconclusive = small, poorly fitted or top-dose-only effect, or another doubt; inactive = no such curve, though single readings can be large; an effect the other way counts as inactive or inconclusive. Some of the compounds tested; the hit share may differ from the screen's.

SMILES | HttQ103 aggreg | Luc counter | Epigenetic derep | CBFb-RUNX1 inh | NPSR antag | LMNA splice mod | IMPase Li inh
CO[C@@H]1[C@@H]2OP(=O)(O)OC[C@H]2O[C@H]1n1c(Sc2ccc(Cl)cc2)nc2c(N)ncnc21 | . | 1%[39.9 µM] | 0.2% | 0% | . | . | -6%
Cc1cc(C(=O)N2CCN(C(c3ccccc3)c3ccccc3)CC2)on1 | -6% | 2% | 2.7% | 0% | -19%[46.1 µM] | 0% | 25%[38.3 µM]
Cc1cc(C(=O)NNC(=S)NCC(C)C)cs1 | -13% | 1% | 0.9% | 4% | 12% | 3% | 0%
COc1ccc2c(c1)c(C(=O)N/N=C/c1cccc(O)c1)c(C)n2C | 11% | 0% | -0.9% | 4% | 2% | -3% | 0%
C[Si](C)(C)C#Cc1ccccc1NC(=S)Nc1ccccc1 | . | -4% | 1.0% | 10% | . | . | 5%
O=C(Nc1ncccn1)C1c2ccccc2Oc2ccccc21 | 5% | 6% | -3.8% | -2% | 5% | 7% | 3%
CCC(=O)NC(c1ccc(OC)cc1)c1c(O)ccc2ccccc12 (stereo not drawn) | 11%[9.22 µM] | 0% | 1.1% | -8% | -19% | -4%[46 µM] | 6%
COc1ccc(C2N=C(c3ccccc3)C(C)(C)N2O)cc1 (stereo not drawn) | 8% | -6% | 2.4% | -1% | -3%[46.1 µM] | 9% | -4%[38.3 µM]
CCCCn1nnnc1SCC(=O)Nc1ccc2c(c1)OCO2 | ? | -5% | -0.7% | -2% | -9%[46.1 µM] | 5% | -3%[38.3 µM]
C=CCNCCOc1c(C)cc(C)cc1Cl | -2% | 0% | -0.9% | 29% | 6% | 6% | 0%
CN1CCN(c2ccc(NS(=O)(=O)c3ccc(Cl)cc3)cn2)CC1 | -11% | -1% | 17% | -9% | 1% | . | 19%
O=C(CN1CCN(c2cccc(C(F)(F)F)c2)CC1)Nc1cccc(C(F)(F)F)c1 | 13% | -4% | 9.6% | 4% | -18%[46.1 µM] | ? | 21%[38.3 µM]
Cc1csc(NC(=O)C2CCCN2C(=O)OCC(C)C)n1 (stereo not drawn) | 0% | -9% | 6.3% | -1% | 1%[46.1 µM] | -2% | -14%[38.3 µM]
CCOC(=O)C1CCCN(C(=O)c2cc(Nc3ccc(OC)cc3OC)nc3ccccc23)C1 (stereo not drawn) | 30% | 0% | 0.0% | -3% | ? | -2% | 29%[38.3 µM]
CC1=CC(C)(C)n2c(O)c(C3=NC(=S)NC3=O)c3cc(OC(=O)c4cccc5ccccc45)cc1c32 | 13% | -4% | -1.5% | -1% | -1%[46.1 µM] | 10% | -13%[38.3 µM]
CCCSc1nc2[nH]ncc2c(=O)[nH]1 | ? | 0% | 0.9% | 1% | 10% | 3% | 3%
CN(c1ccccc1)S(=O)(=O)c1ccc(Cl)c(C(=O)Nc2ccc(N3CCOCC3)cc2)c1 | -16% | 1% | 1.5% | -27% | -11% | . | 8%
O=C(Nc1ccc(S(=O)(=O)N2CCOCC2)cc1)c1ccc(Cl)cc1 | 7%[9.22 µM] | . | 1.3% | 10% | 0% | . | .
O=C1Nc2ccccc2S/C1=C/c1cccs1 | ? | . | -1.0% | -4% | 2% | . | .
Cc1onc(-c2ccccc2)c1C(=O)N/N=C/C=C/c1ccccc1 | 6%[9.22 µM] | . | -0.8% | 8% | 17% | . | .

Entries of single compounds, quoted from the list:
C[Si](C)(C)C#Cc1ccccc1NC(=S)Nc1ccccc1 is entered as HttQ103 aggreg: .; Luc counter: -4%; Epigenetic derep: 1.0%; CBFb-RUNX1 inh: 10%; NPSR antag: .; LMNA splice mod: .; IMPase Li inh: 5%
CN(c1ccccc1)S(=O)(=O)c1ccc(Cl)c(C(=O)Nc2ccc(N3CCOCC3)cc2)c1 is entered as HttQ103 aggreg: -16%; Luc counter: 1%; Epigenetic derep: 1.5%; CBFb-RUNX1 inh: -27%; NPSR antag: -11%; LMNA splice mod: .; IMPase Li inh: 8%
CCOC(=O)C1CCCN(C(=O)c2cc(Nc3ccc(OC)cc3OC)nc3ccccc23)C1 (stereo not drawn) is entered as HttQ103 aggreg: 30%; Luc counter: 0%; Epigenetic derep: 0.0%; CBFb-RUNX1 inh: -3%; NPSR antag: ?; LMNA splice mod: -2%; IMPase Li inh: 29%[38.3 µM]

(cont.)
SMILES | HttQ103 aggreg | Luc counter | Epigenetic derep | CBFb-RUNX1 inh | NPSR antag | LMNA splice mod | IMPase Li inh
O=C(CSc1nnc(C2CC2)n1-c1ccccc1)NCCN1C(=O)CSC1=O | 3% | 6% | 2.3% | -1% | 7% | -5%[46 µM] | -1%
CS/C(=N\S(=O)(=O)c1cccs1)Nc1cccc(Cl)c1C | -14% | 0% | -1.1% | 1% | -7% | -1% | -1%
O=C(CN(c1ccccc1)S(=O)(=O)c1ccccc1)Nc1ccccc1C(=O)NCc1ccco1 | 19% | 5% | 6.3% | -2% | -32% | -5% | -12%
O=C(Cn1cnc2ccccc2c1=O)NNC(=O)c1ccccc1 | -6%[9.22 µM] | . | 4.2% | 5% | 4% | . | .
COc1ccc(-c2cc(-c3nnc(-c4ccncc4)o3)c3ccccc3n2)cc1 | 2% | -6% | -0.9% | -3% | -24% | -6% | 5%
C=CCOc1ccccc1CNc1ccc2[nH]c(=O)[nH]c2c1 | -1%[9.22 µM] | -2% | -1.1% | -11% | 5% | -4%[46 µM] | 5%
COc1ccccc1CNC(=O)CS(=O)Cc1nc(-c2ccccc2C)oc1C (stereo not drawn) | -15% | -4% | -0.2% | -4% | -20%[46.1 µM] | -5% | 4%[38.3 µM]
C=CCn1cc(-c2cccc(C(F)(F)F)c2)cc(C#N)c1=O | -3% | -2% | 0.0% | 20% | -6% | 16%[46 µM] | -7%
CN(C)S(=O)(=O)N1CCC(Oc2ccc(C(=O)NC3CCCCC3)cc2)CC1 | 14%[9.22 µM] | 1% | -4.5% | 2% | -2% | . | 9%
O=C(O)CCS(=O)(=O)Cc1ccccc1F | 1% | 0% | -2.0% | -2% | -2%[46.1 µM] | -9% | 3%[38.3 µM]
CC1CCCN(S(=O)(=O)c2ccc(C(=O)Nc3nnc(-c4ccccc4Cl)o3)cc2)C1 (stereo not drawn) | ? | 1% | -1.1% | 3% | -5%[46.1 µM] | ? | 9%
CC(=O)c1ccc(NC(=S)NC(NC(=O)c2ccco2)C(Cl)(Cl)Cl)cc1 (stereo not drawn) | -2% | -2% | 0.0% | -3% | -24%[46.1 µM] | 0% | 28%[38.3 µM]
CCOC(=O)C1=C(N)OC2=C(C(=O)CC(C)(C)C2)C1c1ccccc1OCC#N (stereo not drawn) | -8% | 2% | 1.0% | 1% | -23%[46.1 µM] | 1% | 7%[38.3 µM]
O=C(O)c1ccc(CSc2nc3ccc(N4C(=O)C5C6C=CC(C6)C5C4=O)cc3s2)cc1 (stereo not drawn) | -18% | 0% | 0.0% | -6% | -20% | 12% | 6%
CCOc1cc(S(=O)(=O)n2ccnc2)ccc1Br | 1% | 2% | 0.0% | 18% | 8% | . | 4%
CCN1CCN(S(=O)(=O)Cc2ccccc2)CC1 | -8% | 0% | -0.8% | 5% | -5%[46.1 µM] | 4% | -4%[38.3 µM]
CCOC(=O)c1sc(NC(=O)C(C)(C)C)cc1C | ? | 3% | -0.8% | 2% | -7%[46.1 µM] | -15% | 34%[38.3 µM]
Cc1cccc(C(=O)NC2CCN(C(=O)Nc3ccccc3C)CC2)c1 | -14%[9.22 µM] | -9% | -3.3% | -3% | -2% | . | -13%
O=C(NCc1ccco1)c1ccc(Cl)nc1 | -5%[9.22 µM] | . | -1.4% | -6% | 4%[7.67 µM] | . | .
COC(=O)c1cc([N+](=O)[O-])ccc1N1CCN(Cc2ccccc2)CC1 | 11% | 4% | 1.1% | -7% | -3% | ? | 3%
CCOC(=O)c1ccc(NC(=O)c2ccc(OC(C)C)c(OC)c2)cc1 | 27% | 3% | 1.1% | 0% | -17% | 12%[46 µM] | 4%
CC1CCc2cc(F)ccc2N1C(=O)c1ccncc1 (stereo not drawn) | -35% | 7% | -0.9% | 9% | 12% | 1% | 6%
CC(Oc1ccc(Cl)cc1Cl)C(=O)Nn1cnnc1 (stereo not drawn) | -4% | 3% | -1.0% | 4% | -2% | 1% | -3%
CCN(CC)S(=O)(=O)c1ccc(Cl)c(NC(=O)COC(=O)c2ccc(O)cc2)c1 | -6% | 2% | -1.9% | 1% | -38% | . | 25%
CCCCC1NC(C(=O)O)CS1 (stereo not drawn) | -4% | 4% | 0.0% | 0% | 18% | -12% | 0%
CC1(c2ccccc2)NC(=O)N(NC(=O)CSc2n[nH]c(N)n2)C1=O (stereo not drawn) | 15%[9.22 µM] | . | -1.1% | 10% | 12% | . | .
CC/C(C)=N/Nc1nc2c(c(=O)[nH]c(=O)n2C)n1CCc1ccccc1 | -16%[9.22 µM] | -15% | 0.9% | -16% | 7% | ? | 11%
Cc1ccc2cn[nH]c2c1NC(N)=S | ? | 2% | -1.2% | 1% | 8% | . | -5%
Clc1ccc(Nc2nc(NCCN3CCOCC3)nc(N3CCOCC3)n2)cc1 | ? | 1% | 4.8% | 2% | -20%[46.1 µM] | ? | 16%[38.3 µM]
COc1ccc(/C=C2/SC(=O)N(CC(O)Cn3c4ccccc4c4ccccc43)C2=O)cc1 (stereo not drawn) | ? | 4% | 1.0% | -1% | -14%[46.1 µM] | -7% | 24%
CC(C)C[C@H](N)c1nnc(SCc2ccc(Cl)cc2)o1 | -6%[9.22 µM] | . | 1.4% | 7% | -5% | . | .
Cc1ccc(C)c(S(=O)(=O)N2CCC(c3nc4c(nnn4Cc4ccc(F)cc4)c(=O)[nH]3)CC2)c1 | ? | 0% | 0.9% | -13% | ? | ? | -16%[38.3 µM]
Cc1nn(C)c(=S)n1-c1ccc(Cl)cc1 | 11% | 0% | -0.3% | 7% | 9% | . | 6%
Nc1nonc1C(=O)N1CCCCC1 | -9% | -2% | -1.7% | -2% | 22% | 10%[46 µM] | -4%
CCS(=O)(=O)c1ccc2oc(SCC(=O)NC(C)C3CC4CCC3C4)nc2c1 (stereo not drawn) | -1% | -5% | 2.9% | 4% | -9%[46.1 µM] | ? | 21%[38.3 µM]
CN1CCC(OC(c2ccccc2)c2ccccc2)CC1 | 7% | -6% | -0.5% | 21% | 10% | ? | 26%&35%&11%
